H37Rv inhibition: M. tuberculosis growth inhibition, HTS (AID 449762) | M. tuberculosis H37Rv growth inhibition, 7H9 media; higher % means a stronger effect | 330,000 compounds, 0.59% hits | inhibition, % at 25 µM; hits with a dose series show IC50 in µM; in the data active = a potency from the dose series; inconclusive = inhibition above about 70% without an active follow-up result;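 note: bacterial growth assessed after seven days of incubation; strong numbers were not always called active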
PhoP GFP inhibition: Inhibition of PhoP regulon, Salmonella typhi GFP reporter cells, confirmation, 4 h (AID 1850) | Salmonella Typhi PhoP-promoter GFP reporter, fluorescence, 4 h; higher % means a stronger effect | inhibition, % at 50 µM; hits with a dose series show IC50 in µM | 310,000 compounds, 0.33% hits; in the data active = a potency from the dose series; inconclusive = inhibition mostly from about 25% at the one dose, without a potency; inactive = the rest, 99 in 100 with inhibition below about 19%;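 note: 0% = induced wells with vehicle and 100% = uninduced wells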
inhibitors of VEEV: inhibitors of VEEV TC-83 cytopathic effect, confirmation, Vero cells (AID 588727) | Vero cells, VEEV TC-83 cytopathic effect inhibition; higher % means a stronger effect | one-dose inhibition, % at 20 µM; IC50 in µM for titrated hits | 350,000 compounds, 0.13% hits; in the data active = a potency from the dose series; inconclusive = inhibition mostly from about 14% at the one dose, without a potency; inactive = the rest, 99 in 100 with inhibition below about 12%; note: strong numbers were not always called active
H1N1 NS1A inhibition: NS1A inhibition, H1N1 influenza, cell based functional assay (AID 504329); NS1A functional cell-based assay, percent inhibition; higher % means a stronger effect; one-dose inhibition, % at 12.5 µM; IC50 in µM for titrated hits; 340,000 compounds, 0.3% hits; in the data active = a potency from the dose series; inconclusive = inhibition above about 27% without an active follow-up result; note: strong numbers were not always called active
tuberculosis growth: growth inhibition of non-replicating M. tuberculosis (AID 488890) | Mycobacterium tuberculosis non-replicating, growth inhibition; higher % means a stronger effect | inhibition, % at 25 µM, or IC50 in µM where a hit was titrated | 320,000 compounds, 0.39% hits; in the data active = a potency from the dose series; inconclusive = inhibition mostly from about 82% at the one dose, without a potency; inactive = the rest, 99 in 100 with inhibition below about 76%;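 note: plate controls were DMSO cells for no effect and high antibiotic wells for full effect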
inhibitors of VEEV 10K pilot screen: further read-out of inhibitors of VEEV, marked with its call; inhibition, %; measured here: 10K pilot screen inhibition
* marks the source's active call; other numbers are inactive results; i = inactive; ? = inconclusive; . = not tested or not shown.

Sample of the layout (2 entries):
SMILES	H37Rv inhibition	PhoP GFP inhibition	inhibitors of VEEV	H1N1 NS1A inhibition	tuberculosis growth	others
CCOc1cccc2c1OC1(C)CC2NC(=O)N1c1cccc(F)c1 (configuration not stated)	5%	-6%	1.0%	3%	7%
COc1ccc(NS(=O)(=O)c2ccc(OC)c(NC(=O)CCC3CCCC3)c2)cc1	0%	8%	1.0%	3%	-3%

This part in full, from the first entry:
SMILES	H37Rv inhibition	PhoP GFP inhibition	inhibitors of VEEV	H1N1 NS1A inhibition	tuberculosis growth	others
CCOc1cccc2c1OC1(C)CC2NC(=O)N1c1cccc(F)c1 (configuration not stated)	5%	-6%	1.0%	3%	7%
COc1ccc(NS(=O)(=O)c2ccc(OC)c(NC(=O)CCC3CCCC3)c2)cc1	0%	8%	1.0%	3%	-3%
O=C(O)c1cc(NC(=O)c2ccc(Br)cc2)cc(NC(=O)c2ccc(Br)cc2)c1	10%	-5%	1.2%	-8%	25%
CCN(CC)C(=O)Cn1cc(S(=O)(=O)CC(=O)N2CCCCCC2)c2ccccc21	-3%	15%	i	7%	1%
N#C/C(=C\c1ccccc1[N+](=O)[O-])C(=O)Nc1ccc(S(N)(=O)=O)cc1	-6%	1%	i	-1%	7%
Cc1cc(F)ccc1S(=O)(=O)N1CCCOC1CNC(=O)C(=O)NCc1ccc2c(c1)OCO2 (configuration not stated)	-11%	-7%	0.8%	-11%	16%
CCn1nnc(NC(=O)COc2ccc([N+](=O)[O-])cc2)n1	0%	7%	0.2%	-4%	16%
Cc1cc(C)n2nc(SCC(=O)c3ccc[nH]3)nc2n1	-3%	-13%	0.4%	2%	2%
CCCCN(C(=O)CN1C(=O)C2CC=CCC2C1=O)c1c(N)n(CCC)c(=O)[nH]c1=O (configuration not stated)	3%	-4%	i	-4%	7%
COc1ccc(-c2nn(-c3ccccc3)cc2/C=N/Nc2ccc3ccccc3n2)cc1OC	?	0%	9.5%	3%	42%
COC(=O)CCC(=O)Nc1cc(Cl)cc(Cl)c1	-3%	-10%	0.3%	-2%	6%
Cc1ccc(S(=O)(=O)N2CCN(Cc3cc4c(cc3Br)OCCO4)CC2)cc1	-5%	.	i	-16%	47%
Cc1ccc(S(=O)(=O)NC(C(=O)OCC(=O)NC(=O)c2cccn2C)C(C)C)cc1 (configuration not stated)	-2%	3%	7.6%	9%	-12%
CCC(Oc1ccccc1OC)C(=O)Nc1ccc2c(c1)OCO2 (configuration not stated)	-10%	-7%	0.3%	8%	12%
CCOC(Cn1c(CCCO)nc2ccccc21)OCC	-1%	-6%	2.6%	4%	10%
FC(F)(F)c1cnc(NNC(=S)Nc2ccc(Cl)cc2)c(Cl)c1	5%	0%	2.5%	-4%	?
O=C(CCCc1c[nH]c2ccccc12)Nc1ncccc1O	-5%	0%	4.8%	0%	-11%
COc1cccc(CNS(=O)(=O)c2c(C)nc3scc(C)n3c2=O)c1	6%	9%	0.1%	-6%	6%
CCc1ccc(NC(=O)C(C)OC(=O)C2CCN(c3ccc(C(F)(F)F)cn3)CC2)cc1 (configuration not stated)	0%	-5%	1.7%	-3%	-7%
CN(C(=O)COC(=O)C1CCN(S(=O)(=O)c2cccs2)CC1)c1ccccc1	-6%	-6%	?	2%	7%

Copied from the entries so far for reference:
SMILES	H37Rv inhibition	PhoP GFP inhibition	inhibitors of VEEV	H1N1 NS1A inhibition	tuberculosis growth	others
CCOc1cccc2c1OC1(C)CC2NC(=O)N1c1cccc(F)c1 (configuration not stated)	5%	-6%	1.0%	3%	7%
COc1ccc(NS(=O)(=O)c2ccc(OC)c(NC(=O)CCC3CCCC3)c2)cc1	0%	8%	1.0%	3%	-3%
O=C(O)c1cc(NC(=O)c2ccc(Br)cc2)cc(NC(=O)c2ccc(Br)cc2)c1	10%	-5%	1.2%	-8%	25%
CCN(CC)C(=O)Cn1cc(S(=O)(=O)CC(=O)N2CCCCCC2)c2ccccc21	-3%	15%	i	7%	1%
N#C/C(=C\c1ccccc1[N+](=O)[O-])C(=O)Nc1ccc(S(N)(=O)=O)cc1	-6%	1%	i	-1%	7%
Cc1cc(F)ccc1S(=O)(=O)N1CCCOC1CNC(=O)C(=O)NCc1ccc2c(c1)OCO2 (configuration not stated)	-11%	-7%	0.8%	-11%	16%
CCn1nnc(NC(=O)COc2ccc([N+](=O)[O-])cc2)n1	0%	7%	0.2%	-4%	16%
Cc1cc(C)n2nc(SCC(=O)c3ccc[nH]3)nc2n1	-3%	-13%	0.4%	2%	2%
CCCCN(C(=O)CN1C(=O)C2CC=CCC2C1=O)c1c(N)n(CCC)c(=O)[nH]c1=O (configuration not stated)	3%	-4%	i	-4%	7%
COc1ccc(-c2nn(-c3ccccc3)cc2/C=N/Nc2ccc3ccccc3n2)cc1OC	?	0%	9.5%	3%	42%
COC(=O)CCC(=O)Nc1cc(Cl)cc(Cl)c1	-3%	-10%	0.3%	-2%	6%
Cc1ccc(S(=O)(=O)N2CCN(Cc3cc4c(cc3Br)OCCO4)CC2)cc1	-5%	.	i	-16%	47%
Cc1ccc(S(=O)(=O)NC(C(=O)OCC(=O)NC(=O)c2cccn2C)C(C)C)cc1 (configuration not stated)	-2%	3%	7.6%	9%	-12%
CCC(Oc1ccccc1OC)C(=O)Nc1ccc2c(c1)OCO2 (configuration not stated)	-10%	-7%	0.3%	8%	12%
CCOC(Cn1c(CCCO)nc2ccccc21)OCC	-1%	-6%	2.6%	4%	10%
FC(F)(F)c1cnc(NNC(=S)Nc2ccc(Cl)cc2)c(Cl)c1	5%	0%	2.5%	-4%	?

Further structures
SMILES	H37Rv inhibition	PhoP GFP inhibition	inhibitors of VEEV	H1N1 NS1A inhibition	tuberculosis growth	others
O=C(CN1CCN(c2ccc(F)cc2)CC1)N1N=CCC1c1ccccc1 (configuration not stated)	1%	0%	0.9%	0%	-3%
O=S1(=O)CCN(Cc2csc(-c3cccs3)n2)CC1	-5%	2%	i	14%	-15%
CC(Oc1cc2oc(=O)c3c(c2cc1Cl)CCCC3)C(=O)NCc1ccccn1 (configuration not stated)	7.5µM*	-7%	3.0%	6%	26%
CC(C)CC1NC(=O)N(CC(=O)c2ccc3c(c2)OCCO3)C1=O (configuration not stated)	7%	4%	3.3%	-7%	-6%
O=C(COC(=O)c1cc(Cl)ccc1Cl)NCCN1C(=O)CSC1=O	14%	-15%	i	-1%	19%
COc1ccc(C(=O)/C=C/C(=O)N(Cc2ccc3c(c2)OCO3)C(C(=O)NC2CCCCC2)c2ccncc2)c(O)c1 (configuration not stated)	2%	-3%	4.4%	19%	48%
COc1ccc(Cl)cc1NC(=O)CSc1nc(NS(=O)(=O)c2ccccc2)cc(=O)[nH]1	.	.	i	8%	.
CCOC(=O)c1cnc(-n2nc(C)cc2C)nc1NNc1ncc(-c2ccccc2)cn1	?	-3%	.	.	?
Cc1cc(=O)[nH]c(SCC(=O)NC2CCCc3ccccc32)n1 (configuration not stated)	5%	8%	0.2%	-10%	-5%
Cc1ccc(NC(=O)C(=O)NCc2ccccn2)cc1	-6%	-3%	0.5%	-10%	8%
Cc1ccc2c(c1C)NC(=O)C21N2CCCC2C(C(=O)c2ccc3ccccc3c2)C12C(=O)Nc1ccccc12 (configuration not stated)	.	.	2.2%	-9%	.
CCOC(=O)/C(C#N)=C\c1ccco1	-3%	3%	1.4%	7%	-7%	inhibitors of VEEV 10K pilot screen=0.2
O=C(c1ccc2c(c1)OCO2)C1CCCN(Cc2ccc3cccc(F)c3n2)C1 (configuration not stated)	1%	-2%	0.7%	-5%	39%
Cc1ccc(S(=O)(=O)NCCCNS(=O)(=O)c2ccccc2)cc1	3%	0%	0.4%	-3%	15%
COc1cccc(-c2cc(C(=O)N3N=C(C)CC3(O)C(F)F)c3ccccc3n2)c1 (configuration not stated)	6%	-9%	2.5%	4%	66%
N=c1oc2ccccc2cc1C(=O)Nc1ccc(F)cc1	0%	4%	i	-12%	54%
Cc1coc2c(C)c3oc(=O)c(CCC(=O)N(C)CC(=O)O)c(C)c3cc12	-6%	8%	i	3%	-9%
CCN(CC)c1ccc(NC(=O)CN2C(=O)CC(C)(C)S(=O)(=O)c3ccccc32)c(C)c1	-7%	-6%	1.5%	2%	49%
Cc1cc2oc(=O)cc(CN3CCC(C)CC3)c2cc1C	22%	-10%	i	-4%	40%
COC(=O)c1c(C)nc2ccccc2c1C(=O)O	4%	6%	0.4%	7%	-6%
Cc1cccc(N(C(=O)CCC(=O)Nc2ccccn2)C(C(=O)NC(C)C)c2ccc(O)cc2)c1 (configuration not stated)	0%	23%	3.2%	10%	17%
O=C(Cn1[nH]c(=O)c2ccccc2c1=O)N1CC=C(c2ccccc2)CC1	9%	7%	1.9%	0%	38%
O=C(CCCc1ccccc1)N=C1SC2CS(=O)(=O)CC2N1c1ccccc1F (configuration not stated)	1%	2%	0.5%	-4%	1%
Cc1ccccc1COC(=O)CN1C(=O)NC2(CCCC2)C1=O	-2%	-1%	2.3%	-14%	-10%
COc1ccc(CCN2C(=O)C3C4CCC(C4=C(C)C)C3C2=O)cc1OC (configuration not stated)	-22%	-3%	2.4%	-2%	8%
O=C(CCc1ccccc1)NCC(c1ccco1)N1CCc2ccccc21 (configuration not stated)	7%	6%	7.7%	-4%	5%
O=C(Nc1nnc(C2CCCO2)s1)c1cccs1 (configuration not stated)	0%	-1%	3.8%	-12%	-4%
CCN(CC)c1ccc(C(=O)Nc2ccccc2)cc1[N+](=O)[O-]	62%	11%	8.1%	4%	15%
Cc1ccc(CSc2nnc(-c3cccc4ccccc34)o2)cc1	4%	.	0.6%	-8%	14%
O=C(Cn1nnc(-c2ccccc2NC(=O)c2ccccc2F)n1)NCc1ccco1	-1%	8%	4.4%	1%	-11%
Cc1nc(Nc2ccc3c(c2)OCCO3)c2c(C)c(C)sc2n1	?	-4%	0.5%	11%	31%
Cc1nn(CC#N)c(=O)n1N(C)c1ncc(C(F)(F)F)cc1Cl	4%	-2%	1.3%	-2%	-15%
COc1ccc(C2=NOC(Cn3nc(-c4ccccc4)cc3C(=O)NCc3ccc(C)cc3)C2)cc1 (configuration not stated)	7%	.	0.6%	-5%	7%
C=CCOc1nc2c(c(=O)n(C)c(=O)n2C)n1C	-5%	0%	0.6%	-8%	-8%
C[C@H]1CN([C@@H](C)CO)C(=O)c2cccc(NC(=O)C3CC3)c2O[C@H]1CN(C)Cc1ccc(C(F)(F)F)cc1	-3%	.	i	4%	22%
O=[N+]([O-])c1cccc(C2NCC(c3ccccc3Cl)c3c2[nH]c2ccccc32)c1 (configuration not stated)	9%	0%	2.0%	6%	17%
CCc1cccc(NC(=O)CC2SC(N3CCCC3)=NC2=O)c1 (configuration not stated)	-1%	.	2.4%	-3%	-2%
Clc1cccc(Cl)c1CNC1CCCC1	6%	-4%	0.1%	-13%	-2%
Cc1ccccc1-c1ocnc1C(=O)Nc1ccccc1NC(=O)c1ccccn1	38%	-11%	5.2%	12%	-7%
COc1cc(/C=C/C(=O)OCC(=O)NCc2ccco2)ccc1OC(F)F	-10%	-7%	3.7%	-8%	29%
COc1cc([N+](=O)[O-])ccc1NC(=S)N1CCN(c2ccccn2)CC1	7%	13%	0.2%	11%	9%
S=C(NCc1ccccc1)N1CCN(c2ccccc2)CC1	-3%	-13%	1.6%	10%	9%
CCN(C(=O)COC(=O)c1ccc(Cl)nc1)C1CCS(=O)(=O)C1 (configuration not stated)	-1%	-17%	0.4%	-1%	-12%
Cc1onc(-c2ccccc2)c1C(=O)N1CCC(CO)(Cc2ccccc2)CC1	6%	-10%	0.4%	3%	9%
Cc1ccccc1NC(=O)C1Cc2ccccc2C(=O)O1 (configuration not stated)	.	-4%	2.0%	-11%	-10%	inhibitors of VEEV 10K pilot screen=0.8
CCN(CC)c1ccc(-n2cc3c(=O)n(C)c(=O)n(C)c3c2)cc1	?	-8%	5.4%	10%	67%
CC1(C)CC(NC(=O)C2CCCCC2)CC(C)(C)N1	-5%	1%	0.6%	-6%	-8%
Cc1nc(SCC(=O)NCCc2ccccc2)n[nH]1	-2%	-5%	0.1%	6%	-16%
CCc1ccccc1NC(=O)C1C(c2ccccc2)C1(Cl)Cl (configuration not stated)	63%	-2%	5.0%	-10%	30%
CC(C)=CCC/C(C)=C/CC/C(C)=N/O	-15%	3%	i	-4%	16%
O=C(/C=C/c1ccc(Br)cc1)NC(=S)N1CCOCC1	-10%	-2%	0.6%	7%	2%
Cc1ccc(C(=O)N2CCN(c3ccc(NC(=O)c4cc(C)cc(C)c4)cc3)CC2)cc1	8%	-2%	7.9%	-4%	0%
O=C(Nc1ccc(Cl)c(Cl)c1)O/N=C/c1ccncc1	?	27%	0.7%	4%	i
COc1ccc(N(C)C(=O)Cc2c(C(=O)O)[nH]c3ccccc23)c(OC)c1	-8%	-4%	0.2%	-3%	5%
